Source: PubChem (National Center for Advancing Translational Sciences (NCATS))
SW480 rereplic: induces DNA re-replication in SW480 colon adenocarcinoma cells | SW480 DNA re-replication, Hoechst DNA content imaging, 48 h | Potency, µM (titrated, usually from 46.1 µM), for the others: at the highest dose re-replication activation, actives largely listed as activators | 1.8% of 340,000 active; further: potency means the concentration at half of the fitted maximal effect; % of control where 0% means no effect; nearly all actives have a fitted effect of over 55% in size
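Image-based read-out: total Hoechst fluorescence of nuclei (405 nm excitation, 500-530 nm emission), with hits raising the fraction of high-intensity nuclei. SW480 colon cells incubated 48 hr with compounds at 37 C.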
ATXN2 expr inh: inhibitors of ATXN2 expression; HEK-293 ATXN2-luciferase reporter, luminescence, 24 h; Potency, µM (doses to about 57 µM), for the others: top-dose activity change, negative = inhibition, most hits filed as inhibitors; 0.72% of 360,000 active; AID 1745845; further: potency means the concentration at half of the fitted maximal effect; on the % scale 0 is the no-effect control and ±100 the full control effect; nearly all actives have a fitted effect of over 55% in size
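qHTS (up to 57 uM final) was run with 24 h compound exposure of reporter cells at 37 °C. Each well was multiplexed: SteadyGlo luminescence measured ATXN2-luciferase expression after a fluorogenic Gly-Phe-AFC viability readout (25 uM final).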
HT1080NT lethal: kills 2HG-producing HT-1080-NT fibrosarcoma cells. HT-1080-NT fibrosarcoma viability, CellTiter-Glo ATP luminescence, 48 h. Potency, µM (highest dose often 46.1 µM), for inactives: at the top dose activity, negative = less viability, actives largely listed as cytotoxic. 1.6% of 360,000 active. AID 686970;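 further: NT is the 2HG producing partner of a matched IDH1 knockdown line; potency means the concentration at half of the fitted maximal effect; 0% = DMSO-treated cells and -100% = media-only wells without cells; nearly all actives have a fitted effect of over 55% in size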
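Compounds were tested in concentration-response format on HT-1080-NT cells for 48 hours at 37 degrees C. Cell viability came from CellTiter-Glo luminescence; curves were classified by r2, response magnitude and activity.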
HT1080 IDH1KD tx: toxicity to HT-1080 IDH1 knockdown cells (counter line); HT-1080 IDH1 knockdown viability, ATP luminescence, 48 h; Potency, µM (top dose mostly 46.1 µM), inactives show at the highest dose activity, negative = toxicity, usual class: cytotoxic; 2% of 360,000 active;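 further: potency means the concentration at half of the fitted maximal effect; 0% = DMSO wells and -100% = cell-free medium wells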
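Luminescent ATP read-out (CellTiter-Glo, 10 min at room temperature) after 48 h compound exposure at 37 °C gave viability of IDH1-knockdown HT-1080 cells. Activity was normalised to DMSO and cell-free wells, then fitted as concentration-response curves.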
IL1B secr inh: blocks inflammasome-driven IL-1 beta release; THP-1 LPS/ATP IL-1B secretion, AlphaLISA, 16 h; active compounds read low; activity change, % at 57.5 µM; 4.7% of 360,000 active; in the data active means activity change below about -50%; inconclusive means mostly about -30% to -49%; further: on the % scale 0 is the no-effect control and ±100 the full control effect
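THP-1 cells pretreated 1 hr with compounds (up to 57.5 uM final), then stimulated with LPS (250 ng/mL final) plus ATP (1.25 mM final); secreted IL-1B measured by AlphaLISA after 16 hr, decreased signal indicating inhibition.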
KB-3-1 tox: KB-3-1 parental cell cytotoxicity | KB-3-1 viability, CellTiter-Glo ATP luminescence, 72 h | Potency, µM (top dose mostly 46.1 µM), without a hit: top-dose activity change, negative = cytotoxic, most hits filed as cytotoxic | 1.4% of 400,000 active; further: potency means the concentration at half of the fitted maximal effect; on the % scale 0 is the no-effect control and ±100 the full control effect; nearly all actives have a fitted effect of over 60% in size
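Viability of parental KB-3-1 cells, measured by CellTiter-Glo luminescence, followed a 72 h incubation at 37 °C with pinned compounds in phenol-red-free DMEM containing 10% FBS.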
MCF10A rerep: induces DNA re-replication in MCF 10a normal breast cells | MCF 10A DNA re-replication, Hoechst nuclear intensity, 48 h | Potency, µM (doses to about 46.1 µM), for the others: top-dose activity, positive = re-replication, most hits filed as activators | 2.9% of 350,000 active; further: potency means the concentration at half of the fitted maximal effect; % of control where 0% means no effect; nearly all actives have a fitted effect of over 50% in size
S2 tox: reduces viability in counter-screen for ATXN expression inhibitors; S2 cells (HEK-293 line with an ATXN2-luciferase reporter) viability, CellTiter-Fluor protease fluorescence, 24 h; Potency, µM (doses to about 56.7 µM), usual class: cytotoxic; 0.49% of 400,000 active; further: potency means the concentration at half of the fitted maximal effect; nearly all actives have a fitted effect of over 40% in size
HepG2 viability: HepG2 cytotoxicity, counter-screen for TGF-b inhibitors; HepG2 CAGA-GFP viability, ATP luminescence, 18 h; Potency, µM (highest dose often 46.1 µM), without a hit: top-dose activity change, negative = cytotoxicity, usual class: cytotoxic; 0.76% of 410,000 active; further: potency means the concentration at half of the fitted maximal effect; some results filed as inactive show a strong effect at the top dose
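HepG2 CAGA-GFP cells (1000/well, DMEM with 1% FBS) received compound, then TGF-beta at 500 pg/mL final, and were incubated 18 hours at 37 degrees C. Viability was read by CellTiter-Glo luminescence. Media-only wells were set as complete cell-killing and DMSO as no toxicity.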
Numbers without * were called inactive; i = inactive; ? = inconclusive; / = no result given; [ ] = remark or other dose. Unless noted, the call rests on the fitted dose curve; in most records, active means well fitted curve in the direction sought with a large enough effect; inconclusive means small, poorly fitted or top-dose-only effect, or another doubt; inactive means no such curve, though single readings can be large; an effect the other way counts as inactive or inconclusive.

Second line of a record: SW480 rereplic	ATXN2 expr inh	HT1080NT lethal	HT1080 IDH1KD tx	IL1B secr inh	KB-3-1 tox	MCF10A rerep	S2 tox	HepG2 viability
> CCCn1nnc(NCc2ccc(OCc3cccs3)c(OC)c2)n1
    -1%	0%	1%	-7%	9	-6%	4%	i	2%
> Cc1ccc(Cl)cc1NC(=O)c1cccc(OC(F)F)c1
    -4%	9%	-10%	-11%	-5	-1%	13%	i	-2%
> COC(=O)c1cn(Cc2c(C)cc(C)cc2C)nn1
    -693%[inhibitor]	1%	2%	-3%	21	-2%	11%	i	1%
> Cc1cccc(C)c1NC(=S)NC1CCCCC1
    0%	1%	0%	3%	5	1%	2%	i	-23%
> CSc1nc2ccc3nc(NC(=O)c4ccc(Cl)s4)sc3c2s1
    0%	8%	12%	10%	-4	-14%	1%	i	-9%
> CC(SC(C)C(=O)NN=Cc1ccc(F)cc1)C(=O)NN=Cc1ccc(F)cc1 (stereo not given)
    -15%	-9%	0%	1%	15	27%	-32%[inhibitor]	i	-1%
> Cn1ccc2cc(-c3csc(N4CCC(C(N)=O)CC4)n3)ccc21
    5%	5%	/	/	/	13%	4%	i	-26%
> Nc1cc(=O)[nH]c(SCC(=O)NNC(=O)c2ccccc2)n1
    -2%	6%	3%	4%	2	5%	-1%	i	-26%
> COCCn1nnnc1CN1CCC(Cc2ccccc2)CC1
    -3%	0%	5%	2%	-14	4%	8%	i	-48%
> Cc1cc(C(=O)N/N=C2\CC(=O)c3ccccc32)c(C)n1-c1ccc(F)cc1
    16µM*	6%	-17%	-14%	25	-1%	0%	i	-21%
> CCCN1CC(O)=C(C#N)C1=O
    1%	-3%	12%	16%	13	-2%	-2%	i	9%
> COc1ccccc1-n1c(-c2ccc(C)cc2)cn2c3c(=O)n(C)c(=O)n(C)c3nc12
    /	3%	/	/	/	17%	/	i	-4%
> COc1ccc(S(=O)(=O)N2CCOCC2)cc1NC(=O)CCNC(=O)c1ccc(Cl)cc1
    -5%	6%	21µM*	?	2	-6%	?	i	9%
> CCCOc1cccc(C(=O)NC(=S)Nc2ccc(N3CCN(C)CC3)cc2)c1
    -15%	-16%	1%	8%	-1	?	-2%	i	-13%
> CC(C)C(=O)NC(=S)Nc1ccccc1F
    1%	3%	11%	11%	2	14%	-2%	i	-21%
> O=[N+]([O-])c1cccc(S(=O)(=O)NCCCn2ccnc2)c1
    1%[9.22 µM]	15%	?	10%	-3	-3%	?	i	9%
> C=CC[C@@H](CC(=O)N(CCO)Cc1ccccc1)C(=O)NCCOC(=O)[C@H](CC=C)CC(=O)OC(C)(C)C
    -2%	-6%	10%	-2%	-6	-7%	5%	i	2%
> O=C(NCc1ccccn1)C(=O)N/N=C/c1ccccc1O
    ?	-14%	-18%	?	146	12%	8%	i	-8%
> CCOc1ccc(NC(=O)CCNC(=O)Cn2cnc3ccccc3c2=O)cc1
    -18%	17%	7%	8%	65	?	-26%	i	-5%
> CC(C)(C)OC(=O)N1CCC(C(=O)Nc2cccc(C(=O)N3CCOCC3)c2)CC1
    -8%	5%	18%	17%	18	6%	2%	i	2%

An excerpt from above in order of their number in SW480 rereplic, rising.
structure	SW480 rereplic
CC(C)(C)OC(=O)N1CCC(C(=O)Nc2cccc(C(=O)N3CCOCC3)c2)CC1	-8%
COCCn1nnnc1CN1CCC(Cc2ccccc2)CC1	-3%
CSc1nc2ccc3nc(NC(=O)c4ccc(Cl)s4)sc3c2s1	0%

Next part:
Second line of a record: SW480 rereplic	ATXN2 expr inh	HT1080NT lethal	HT1080 IDH1KD tx	IL1B secr inh	KB-3-1 tox	MCF10A rerep	S2 tox	HepG2 viability
> CCOC(=O)CN(Cc1sccc1C)C(=O)Nc1ccc(OCC)cc1
    -1%	5%	10%	20%	-10	17%	3%	i	1%
> COc1ccc(C(=O)Nc2cccc(S(=O)(=O)N(C)C)c2)cc1S(=O)(=O)N1CCOCC1
    3%	-8%	15%	-3%	-7	0%	1%	i	-8%
> Cc1ccc(C(=O)N/N=C\c2c(C)nn(-c3ccccc3)c2Cl)cn1
    -2%	15%	-13%	-17%	-6	-2%	14%	i	-35%
> CC(C)C1(C)C(=O)N=C2c3ccccc3C(=O)N21 (stereo not given)
    -9%	-3%	13%	8%	12	29%	-18%	i	0%
> CCN(CC)S(=O)(=O)c1cccc(C(=O)Oc2cccnc2)c1
    -8%	-5%	-2%	0%	0	-7%	12%	i	-10%
> CC1=CC(c2ccccc2)n2nc(N3C(=O)CCC3=O)nc2N1 (stereo not given)
    -2%	3%	6%	8%	18	12%	-1%	i	9%
> CCC(Sc1nc2c(cnn2-c2ccccc2)c(=O)[nH]1)C(=O)OC (stereo not given)
    -10%	-16%	5%	-8%	0	-3%	-2%	i	-19%
> Cc1c(NC(=O)C2CC=CCC2C(=O)O)c(=O)n(-c2ccccc2)n1C (stereo not given)
    2%	-12%	13%	11%	10	10%	3%	i	3%
> O=C(Cn1nc(C(F)(F)F)c2c1CCCC2)NCCN1CCOCC1
    -14%	0%	15%	6%	-3	2%	16%	i	-3%
> CC(C)C[C@H]1CNC(=S)N1C[C@H]1CCCN1C[C@H](CC(C)C)N1C[C@H](Cc2ccc(O)cc2)N(CC2CCCCCC2)C1=S
    /	?	?	?	-59*	?	/	22µM*	11µM*
> CC(=O)CCc1oc2c([N+](=O)[O-])cccc2c1-c1ccc(C)o1
    -130%[1.84 µM]	-11%	-14%	-11%	0	0%	0%	i	-31%
> COc1ccc(NC(=O)CCNC(=O)c2ccc([N+](=O)[O-])cc2)cc1S(=O)(=O)N1CCOCC1
    -4%	-8%	-6%	-23%	1	2%	3%	i	2%
> O=C(NC1CCCC1)C(c1ccco1)N1CCN(c2c(Cl)cncc2Cl)CC1 (stereo not given)
    /	/	-23%	-19%	-15	-2%	/	/	/
> CCOc1cccc2cc(-c3nnc(NCc4ccc5c(c4)OCO5)s3)c(=O)oc12
    ?	?	8%	13%	0	?	?	?	4%
> O=C(c1ccc2c(c1)OCO2)N1CCN(C(=O)c2ccco2)CC1
    -21%	9%	15%	-14%	0	3%	-1%	i	-2%
> CCOC(=O)C1CCCN(CC(=O)Nc2c(C(=O)OC)[nH]c3ccccc23)C1 (stereo not given)
    15%	0%	0%	-7%	38	12%	12%	i	-14%
> CSc1ncccc1C(=O)Nc1ccc(OC(F)(F)F)cc1
    11%	-27%	0%	1%	-22	12%	7%	i	-6%
> CCOC(=O)c1scc(-c2ccccc2)c1S(=O)(=O)Nc1ccccc1F
    /	-23%	/	/	/	-21%	/	i	-28%
> CC(=O)Nc1cccc(NS(=O)(=O)Cc2ccc(Cl)cc2)c1
    -4%	8%	12%	2%	41	12%	1%	i	2%
> COc1ccc(C(=O)CC(C(=O)O)c2ccc(OC)c(OC)c2)cc1OC (stereo not given)
    /	/	-1%	0%	-26	-22%	/	i	-17%
> O=C(O)CC1S/C(=N/N=C/c2ccc(Br)cc2)N(c2ccccc2)C1=O (stereo not given)
    -2%	-13%	8%	30%	24	4%	0%	i	-1%
> Cc1ccc2nc(NC(=O)C3CSC4(C)CCC(=O)N34)sc2c1 (stereo not given)
    5%	21%	3%	-4%	-29	2%	22%	i	-15%
> CCC(Sc1nc(N)cc(N)n1)C(=O)O (stereo not given)
    -2%	0%	-9%	-5%	-1	-3%	5%	i	-8%
> Cc1c(NC(=S)NC(=O)COc2ccccc2)c(=O)n(-c2ccccc2)n1C
    1%	-5%	1%	8%	4	-1%	-3%	i	-6%
> Fc1cccc(-c2ncc(-c3ccccc3)o2)c1
    -7%	44%[activator]	-10%	-14%	9	1%	?	i	-5%
> Cc1cc(C(=O)OCC(=O)NCCc2ccc(S(N)(=O)=O)cc2)c2ccccc2n1
    4%	/	1%	5%	-5	3%	-2%	?	-13%
> Cn1c(N)c(C(=O)COC(=O)C2CCN(S(=O)(=O)c3cccs3)CC2)c(=O)n(C)c1=O
    ?	2%	-4%	5%	21	20%	25%	i	0%
> COC(=O)c1ccc(CSc2nc3ccccc3c(=O)n2-c2ccc(OC)c(OC)c2)o1
    -22%	-18%	6%	-20%	?	3%	5%	i	-10%
> O=C(CN1CCN(C/C=C/c2ccccc2)CC1)Nc1ccccc1C(=O)NC1CC1
    6%	/	-22%	-1%	0	-12%	1%	i	24%
> CCOc1ccc(N(CC(=O)Nc2cccc(C)c2)S(C)(=O)=O)cc1
    ?	46%[activator]	-10%	-1%	-12	-1%	-4%	i	-12%
> CC(=O)NCCNC(=O)C1CCCCN1S(=O)(=O)c1ccccc1 (stereo not given)
    3%	-15%	12%	3%	-4	13%	-22%	i	0%
> O=C(COc1ccc(Cl)cc1Cl)Nc1c(-c2cccs2)nc2ccccn12
    2%	13%	?	?	18	9%	-3%	i	-34%
> NCC1CC2c3ccccc3C1c1ccccc12 (stereo not given)
    23µM*	-23%	-20%	-16%	-78*	1%	13%	i	-21%
> CN(C)c1ccc(C(=O)OCc2cc(=O)n3ccsc3n2)cc1
    3%	14%	1%	2%	20	-9%	-2%	?	3%
> COC(=O)/C(=C/c1ccc(F)cc1)NC(C)=O
    5%	-10%	5%	10%	-7	7%	0%	i	-35%
> COCc1nnc(NC(=O)c2cc3ccccc3o2)s1
    7%	0%	5%	1%	6	4%	-1%	i	1%
> C=CCN(C(=O)c1csnn1)C(C(=O)NCc1ccccc1)c1cccs1 (stereo not given)
    -18%	4%	12%	14%	1	7%	-20%	i	2%
> CNC(=O)COc1ccc(S(=O)(=O)N2CCCC2)cc1
    -8%	-8%	-1%	-6%	9	-11%	-4%	i	3%
> CC(=O)Nc1ccc(NC(=O)CCNC(=O)c2ccccc2Cl)cc1
    -12%	6%	6%	6%	18	-9%	3%	i	-3%
> O=c1oc2ccccc2nc1/C=C(O)/C=C/c1ccc(F)cc1
    0%	11%	3%	1%	-14	-23%	?	i	10%
